PREPL inhibitor = PREPL enzyme inhibitors, primary screen, biochemical, fluorescence polarization | recombinant PREPL, fluorescence polarization activity-based probe | inhibition, % at 5.96 µM | 320,000 tested, 0.68% active | AID 2751, 2010; in the data active = inhibition above about 43%;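 also: 0% = enzyme with DMSO and 100% = wells lacking enzyme; many of its hits are not listed in these tables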
pPAFAH inh = pPAFAH enzyme inhibitors, primary screen, biochemical, fluorescence polarization, human; AID 463082, 2010; 330,000 tested, 1.5% active; recombinant pPAFAH, FP-rhodamine probe fluorescence polarization; Platelet-activating factor acetylhydrolase (Homo sapiens), Q13093; inhibition, % at 3.39 µM;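 active = inhibition above the mean inhibition across the screen plus 3 SD, cut at about 25% in these data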;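 also: inhibitors block binding of the rhodamine activity-based probe so polarization drops; 0% = enzyme with DMSO and 100% = wells lacking pPAFAH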
LYPLA2 inh = LYPLA2 inhibitors, primary screen, counter-screen for PME1 inhibitor project, biochemical, fluorescence polarization, FP-Rh probe ABPP | Acyl-protein thioesterase 2 (Homo sapiens), O95372 | recombinant LYPLA2 | inhibition, % at 5.9 µM | 320,000 tested, 0.38% active;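 active = inhibition above the screen-wide mean plus 3 SD, limit set per campaign, cut at about 26% in these data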;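 also: 0% = LYPLA2 with DMSO and 100% = wells lacking LYPLA2 enzyme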
PAFAH1B2 inh = PAFAH1B2 enzyme inhibitors, primary screen, biochemical, fluorescence polarization, human. Platelet-activating factor acetylhydrolase IB subunit alpha2 (Homo sapiens), P68402. recombinant PAFAH1B2, FP-rhodamine activity probe. 340,000 tested, 1.2% active. inhibition, % at 3.39 µM;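 active = inhibition above the mean of all tested compounds plus 3 SD, cut at about 24% in these data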;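 also: 0% = enzyme with DMSO and 100% = wells lacking PAFAH1B2; many of its hits are not listed in these tables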
PAFAH1B3 inh = PAFAH1B3 enzyme inhibitors, primary screen, biochemical, fluorescence polarization, human; AID 492972, 2010; recombinant PAFAH1B3, FP-rhodamine probe; 340,000 tested, 0.28% active; inhibition, % at 3.39 µM; Platelet-activating factor acetylhydrolase IB subunit alpha1 (Homo sapiens), Q15102;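 active = inhibition above the screen-wide average of all tested compounds plus 3 SD, cut at about 25% in these data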;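 also: 0% = enzyme with DMSO only and 100% = wells lacking PAFAH1B3 protein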
Target sequence (Q15102 whole entry, looked up): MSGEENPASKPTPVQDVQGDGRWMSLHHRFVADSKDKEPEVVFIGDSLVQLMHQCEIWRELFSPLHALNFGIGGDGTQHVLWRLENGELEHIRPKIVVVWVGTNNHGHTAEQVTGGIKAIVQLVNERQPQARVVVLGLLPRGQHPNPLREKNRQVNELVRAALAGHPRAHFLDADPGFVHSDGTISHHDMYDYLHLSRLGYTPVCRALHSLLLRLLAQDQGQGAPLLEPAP
PME-1 primary = PME-1 inhibitors via competitive probe labeling, primary screen, biochemical, fluorescence polarization, FP-Rh probe, HTS; inhibition, % at 5.9 µM; Protein phosphatase methylesterase 1 (Homo sapiens), Q9Y570; AID 2130, 2009; recombinant PME-1; 320,000 tested, 0.53% active;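 active = inhibition above the campaign mean of all compounds plus 3 SD, cut at about 26% in these data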;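 also: competitive labeling of PME-1 active site by serine hydrolase directed probe; 0% = PME-1 with DMSO and 100% = wells lacking PME-1 enzyme; inhibitors block probe labeling so polarization falls and inhibition rises; many of its hits are not listed in these tables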
Target sequence (Q9Y570 whole entry, looked up): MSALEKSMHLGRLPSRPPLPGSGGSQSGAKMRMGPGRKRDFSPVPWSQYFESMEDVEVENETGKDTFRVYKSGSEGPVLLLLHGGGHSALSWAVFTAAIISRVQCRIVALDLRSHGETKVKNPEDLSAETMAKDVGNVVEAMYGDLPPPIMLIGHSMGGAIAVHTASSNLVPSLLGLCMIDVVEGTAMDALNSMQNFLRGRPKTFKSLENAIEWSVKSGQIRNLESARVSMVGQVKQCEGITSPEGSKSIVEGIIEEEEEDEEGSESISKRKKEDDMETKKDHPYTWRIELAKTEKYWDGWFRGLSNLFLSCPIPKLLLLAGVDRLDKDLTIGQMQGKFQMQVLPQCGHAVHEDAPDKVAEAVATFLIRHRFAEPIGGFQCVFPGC
LYPLA1 inh = LYPLA1 inhibitors, primary screen, counter-screen for PME1 inhibitor project, biochemical, fluorescence polarization, FP-Rh probe ABPP | recombinant LYPLA1 | inhibition, % at 5.9 µM | 320,000 tested, 0.16% active | AID 2174, 2009;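 active = inhibition above the mean of all tested compounds plus 3 SD, set per campaign, cut at about 14% in these data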;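 also: inhibitors block serine hydrolase probe labeling of LYPLA1 so polarization falls; 0% = enzyme with DMSO and 100% = wells lacking LYPLA1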
GSTO1 counter = inhibitors of recombinant GSTO1, primary screen, counter-screen for RBBP9 inhibitor project, biochemical, fluorescence polarization | activity-based probe fluorescence polarization | inhibition, % at 5.96 µM | 300,000 tested, 1.1% active | AID 1974, 2009;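 active = inhibition above the campaign mean inhibition plus 3 SD, cut at about 35% in these data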;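 also: 0% = GSTO1-1 with DMSO and 100% = wells lacking GSTO1-1 enzyme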
Target sequence (P78417 whole entry, looked up): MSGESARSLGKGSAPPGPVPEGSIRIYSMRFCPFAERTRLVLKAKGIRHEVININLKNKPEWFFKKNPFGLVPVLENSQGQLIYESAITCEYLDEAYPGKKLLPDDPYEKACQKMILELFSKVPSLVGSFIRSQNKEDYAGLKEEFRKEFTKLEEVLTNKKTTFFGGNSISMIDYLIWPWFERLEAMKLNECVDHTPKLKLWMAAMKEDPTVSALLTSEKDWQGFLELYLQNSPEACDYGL
PAD4 FP inh = human PAD4 inhibitors, primary screen, biochemical, fluorescence polarization, 1536-well format; recombinant PAD4, RCA probe fluorescence polarization; Protein-arginine deiminase type-4 (Homo sapiens), Q9UM07; inhibition, % at 6.36 µM; AID 485272, 2010; 330,000 tested, 0.41% active;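 active = percent inhibition above a cutoff equal to the mean of all tested compounds plus 3 SD, cut at about 15% in these data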;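 also: 0% = PAD4 with RCA probe and DMSO and 100% = probe without PAD4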
Starred values were filed as active, the others as inactive; nt = no result given. Some of the compounds tested, so the mix of outcomes need not match the whole.

The opening four entries, ahead of the listing:
No.	molecule	PREPL inhibitor	pPAFAH inh	LYPLA2 inh	PAFAH1B2 inh	PAFAH1B3 inh
1	Cc1ccc(CNC(=O)C2CCCN(c3cnccn3)C2)cc1 (stereo unspecified)	9	0	0	-5	7
2	CCC(C(=O)Nc1ccccc1OC)n1c(C(=O)OC)cc2ccsc21 (stereo unspecified)	9	-4	0	2	14
3	COc1cccc(CNC(=O)C(C)n2ccc3cc(S(=O)(=O)N4CCCCCC4)ccc32)c1 (stereo unspecified)	3	10	0	8	11
4	Cc1cc(C)c2nc(NC(=O)c3cccc(S(=O)(=O)N4CCc5ccccc54)c3)sc2c1	10	-3	-11	3	5

No.	PME-1 primary	LYPLA1 inh	GSTO1 counter	PAD4 FP inh
1	-3	1	6	5
2	3	-2	3	2
3	2	-3	-8	2
4	-7	-3	2	3

The whole of this part, previewed entries included:
No.	molecule	PREPL inhibitor	pPAFAH inh	LYPLA2 inh	PAFAH1B2 inh	PAFAH1B3 inh
1	Cc1ccc(CNC(=O)C2CCCN(c3cnccn3)C2)cc1 (stereo unspecified)	9	0	0	-5	7
2	CCC(C(=O)Nc1ccccc1OC)n1c(C(=O)OC)cc2ccsc21 (stereo unspecified)	9	-4	0	2	14
3	COc1cccc(CNC(=O)C(C)n2ccc3cc(S(=O)(=O)N4CCCCCC4)ccc32)c1 (stereo unspecified)	3	10	0	8	11
4	Cc1cc(C)c2nc(NC(=O)c3cccc(S(=O)(=O)N4CCc5ccccc54)c3)sc2c1	10	-3	-11	3	5
5	Cc1ccc(Nc2nnc(SC3CCOC3=O)s2)c(C)c1 (stereo unspecified)	16	-5	3	1	9
6	COc1ccccc1CC(NC(C)=O)C(=O)NC1CCN(C(=O)c2ccc([N+](=O)[O-])cc2)CC1 (stereo unspecified)	10	0	-4	2	1
7	CCOc1cc(NC(=S)NCC2CCCO2)c(OCC)cc1NC(=O)c1ccccc1C (stereo unspecified)	1	8	11	-1	10
8	COc1cc2ccccc2cc1C(=O)N(CCN(C)C)c1nc2c(F)cc(F)cc2s1	-32	-3	1	0	3
9	CCCCCn1c(=O)[nH]c2cc(C(=O)N3CCN(c4ccccc4F)CC3)ccc2c1=O	12	-10	-3	-9	-2
10	Cc1cc(NCCN2CCOCC2)c2ccc3ccccc3c2n1	-3	1	1	1	0

No.	PME-1 primary	LYPLA1 inh	GSTO1 counter	PAD4 FP inh
1	-3	1	6	5
2	3	-2	3	2
3	2	-3	-8	2
4	-7	-3	2	3
5	1	-1	-2	-3
6	-1	1	6	2
7	2	4	5	-1
8	0	-2	3	-1
9	-4	-1	-6	0
10	-1	-4	9	-2

No.	molecule	PREPL inhibitor	pPAFAH inh	LYPLA2 inh	PAFAH1B2 inh	PAFAH1B3 inh
11	CCc1nnc(NC(=O)CCC(=O)N2CCN(c3cc(Cl)ccc3C)CC2)s1	17	8	2	5	5
12	CC(=O)Nc1ccc(S(=O)(=O)NC2=NCN(c3ccc([N+](=O)[O-])cc3)CN2)cc1	3	-3	0	-4	-1
13	CS(=O)(=O)N1CCN(c2ccnc3cc(Cl)ccc23)CC1	21	-5	-8	1	0
14	O=C(NCCCN1CCCC1=O)c1ccc2c(=O)n(Cc3ccco3)c(=S)[nH]c2c1	5	5	-5	7	-2
15	Cc1nc2ccc([N+](=O)[O-])cc2c(=O)n1Cc1ccccc1Br	4	5	-4	-1	-2
16	O=C(Nc1ccccc1)Nc1ccc2ncoc2c1	-3	4	6	2	3
17	Cc1ccc(/C([O-])=C(/C(=S)NCc2ccccc2)[n+]2ccccc2)cc1[N+](=O)[O-]	4	8	0	0	-2
18	Cc1ccc([N+](=O)[O-])c(OCCn2cnc3ccccc32)c1	2	3	7	3	5
19	S=C(c1ccc(-c2ccc(Br)cc2)o1)N1CCCCC1	10	9	-8	2	-4
20	COC(=O)C1=C(C(=O)OC)C2(OC1c1ccccc1C)C(=O)c1ccccc1C2=O (stereo unspecified)	-4	2	2	0	-3

No.	PME-1 primary	LYPLA1 inh	GSTO1 counter	PAD4 FP inh
11	7	-2	1	0
12	2	-1	3	-8
13	-1	-2	-9	-2
14	-4	1	-6	2
15	-1	1	2	0
16	-6	-3	-2	-2
17	6	-4	7	-3
18	2	1	-1	-2
19	5	-1	-1	-1
20	5	-1	-6	0

No.	molecule	PREPL inhibitor	pPAFAH inh	LYPLA2 inh	PAFAH1B2 inh	PAFAH1B3 inh
21	CC(NC(=O)c1ccccc1)C(=O)N/N=C/c1ccco1 (stereo unspecified)	11	2	4	1	5
22	O=C(N/N=C/C(Cl)=C\c1ccccc1)c1cccs1	-9	-6	-16	0	4
23	O=C(CSc1cn[nH]n1)Nc1cccc(C(=O)O)c1	-2	3	-2	6	6
24	CCN(CC)S(=O)(=O)c1ccc(F)cc1	8	1	8	3	5
25	COCC(=O)N/N=C\c1ccccc1OC/C=C/c1ccccc1	12	8	50*	6	5
26	NC(=O)CCN(C(=O)c1cccc(S(=O)(=O)N2CCc3ccccc32)c1)c1ccccc1	15	-1	-6	27*	4
27	COc1ccc(CCNC(=O)c2cccc(S(=O)(=O)NC(C)c3ccccc3)c2)cc1 (stereo unspecified)	18	0	-2	22	5
28	COc1ccc2c(c1)O[C@@H](c1cccc(C(F)(F)F)c1)[C@H](OC(=O)N[C@H]1CCCc3ccccc31)C2=O	3	2	-8	nt	nt
29	Cc1occc1C(=O)N/N=C/C1=C(N2CCOCC2)C(=C\c2ccc(Cl)cc2Cl)/CC1	17	-1	3	-1	3
30	O=C(COCc1cc(-c2cccs2)on1)NC1CCCCC1	23	4	7	0	1

No.	PME-1 primary	LYPLA1 inh	GSTO1 counter	PAD4 FP inh
21	5	-2	0	-6
22	-13	-10	-9	-2
23	1	-4	1	-4
24	1	1	5	-3
25	1	2	7	-1
26	8	-2	nt	-2
27	-1	-3	nt	2
28	-12	-6	-2	-3
29	1	6	0	0
30	-3	2	-3	-1

No.	molecule	PREPL inhibitor	pPAFAH inh	LYPLA2 inh	PAFAH1B2 inh	PAFAH1B3 inh
31	C=CCNCCOCCOc1ccccc1-c1ccccc1	-6	-1	1	7	-4
32	COc1ccc2c(c1)CCc1cn[nH]c1-2	-12	-1	-3	5	6
33	CC1CCCCN1C(=O)CSc1ccc(-c2ccc(F)cc2)nn1 (stereo unspecified)	9	6	6	6	4
34	COc1cc(C(C)=O)ccc1OCc1cc(C(=O)N2CCSCC2)no1	-10	1	1	4	12
35	O=C(Nc1ccc(-n2cccn2)cc1)C1CCCCN1Cc1cccc2c1OCO2 (stereo unspecified)	10	-4	-10	-2	-7
36	CN1CCN(Cc2ccc(Sc3ccc(Cl)cc3)c([N+](=O)[O-])c2)CC1	26	23	11	-1	3
37	COc1ccc(S(=O)(=O)N(C)CC(=O)N2CCN(C)CC2)cc1C	1	-1	-4	2	12
38	CN(C1CCCCC1)S(=O)(=O)c1ccc(NC(=O)CCC(=O)O)cc1	0	6	-5	5	8
39	COc1ccnc(N2CCN(c3cccc(C(F)(F)F)c3)CC2)c1C#N	17	-1	0	-4	-4
40	C=CCCC(=O)Nc1nc(C)c(-c2csc(Nc3cccc(OC)c3)n2)s1	6	11	-2	3	15

No.	PME-1 primary	LYPLA1 inh	GSTO1 counter	PAD4 FP inh
31	-1	-3	3	-1
32	-4	3	-3	4
33	1	3	2	1
34	4	4	5	-2
35	-1	-5	2	-1
36	9	4	13	-3
37	-4	-2	-1	3
38	-6	-1	11	-3
39	-1	0	-1	-2
40	7	-10	0	-5

Copied from the list:
LYPLA1 inh with compound 33 → 3
PREPL inhibitor with compound 35 → 10
PREPL inhibitor with compound 38 → 0
pPAFAH inh with compound 32 → -1

Remaining list, next part:
No.	molecule	PREPL inhibitor	pPAFAH inh	LYPLA2 inh	PAFAH1B2 inh	PAFAH1B3 inh
41	COc1ccc(C(=O)c2ccccc2Cl)cc1OC	4	8	-3	-2	0
42	CC/C(=N/OC(=O)c1cccc(C)c1)C(=O)c1cccs1	2	5	11	2	2
43	COc1ccc(CNC(=O)CN(C(=O)CCC(=O)Nc2nccs2)c2cccc(C)c2)cc1	12	-4	1	2	8
44	Cc1ccc(NC(=O)CN2C(=O)C3C4C=CC(C4)C3C2=O)cc1S(=O)(=O)N(C)C (stereo unspecified)	5	2	-1	5	-5
45	CCNCc1cc([N+](=O)[O-])ccc1OCC	20	-1	6	5	6
46	C=CCN1C=C2C(=O)C(C)(OC(=O)c3cccs3)C(=O)C=C2C=C1CCCC(=O)OC (stereo unspecified)	22	1	2	3	1
47	COc1ccc(NC(=O)COC(=O)Cc2ccsc2)c(OC)c1	2	30*	nt	-2	9
48	Cc1nn(CCCC(=O)N2CCN(c3ccc(F)cc3)CC2)c(C)c1[N+](=O)[O-]	19	3	3	2	2
49	OCC1CCCN(C(=S)NCCc2ccccc2)C1 (stereo unspecified)	4	1	-1	3	6
50	O=C(COC(=O)CCC(=O)c1ccccc1)Nc1nnc(-c2ccccc2)o1	2	0	1	7	5
51	C/C(=N/NC(=O)c1ccoc1C)c1ccc(NC(=O)c2ccncc2)cc1	8	7	-3	2	-1

No.	PME-1 primary	LYPLA1 inh	GSTO1 counter	PAD4 FP inh
41	1	-3	-1	3
42	6	-3	5	2
43	-4	-2	2	-3
44	-2	1	-1	0
45	4	3	0	5
46	8	4	31	13
47	nt	nt	nt	-2
48	-6	-1	10	-2
49	1	0	8	7
50	3	-2	2	1
51	-7	-5	-6	-3
